AmpC inh det: inhibitors of E. coli AmpC beta-lactamase with detergent | AID 584 | Potency, µM (highest dose often 28.7 µM), without a hit: top-dose activity change, negative = inhibition | hit rate 0.09% among 71,000 | P00811 | purified AmpC, nitrocefin hydrolysis with detergent; active = well fitted curve in the direction sought with a large enough effect
Target sequence (P00811 whole entry, looked up): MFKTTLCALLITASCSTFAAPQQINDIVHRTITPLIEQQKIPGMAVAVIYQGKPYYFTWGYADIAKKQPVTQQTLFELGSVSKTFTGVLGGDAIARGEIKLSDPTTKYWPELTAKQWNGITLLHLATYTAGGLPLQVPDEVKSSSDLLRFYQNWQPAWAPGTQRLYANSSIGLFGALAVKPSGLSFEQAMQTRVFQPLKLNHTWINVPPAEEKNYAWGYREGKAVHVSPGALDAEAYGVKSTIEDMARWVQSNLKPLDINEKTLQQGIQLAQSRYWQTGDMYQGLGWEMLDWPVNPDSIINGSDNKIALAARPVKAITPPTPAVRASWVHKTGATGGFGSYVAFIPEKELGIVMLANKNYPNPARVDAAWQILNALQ
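E. coli AmpC (5.3 nM) in 20 mM phosphate pH 7.0 with 0.01% Triton X-100, preincubated 15 min RT with compound; nitrocefin (2 uL of 800 uM stock) hydrolysis followed by 480 nm absorbance every 20 s over 4 min.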
Active calls of the source: *; & = joins results of further samples; [ ] = another dose, or the depositor's remark. % is scaled to controls: 0 for no effect and ±100 for the full control effect; potency is read from the fitted curve at half-maximal effect.

SMILES | AmpC inh det
N#Cc1cccc(-c2cncnc2NCc2ccccc2)c1 | 10%
CCSc1nc2c(c(=O)n1-c1ccc(F)cc1)SCC2 | -3%
Cc1nonc1OCCn1nnnc1N | -1%
Cc1nnc(SCc2nnc(-c3ccc(Cl)cc3)o2)n1-c1ccccc1 | -3%
CCn1c(=O)c(C(=O)Nc2ccccc2S(N)(=O)=O)c(O)c2ccccc21 | -2%
O=C(NCc1ccc(F)cc1)c1noc2c1CCCCC2 | -1%
COc1ccc(NC(=O)CSC2CC(=O)N(c3ccc4c(c3)OCCO4)C2=O)cc1 (stereo unspecified) | 0%
O=C(c1ccc2snnc2c1)N1CCOCC1 | 10%
c1cc(CN2CCCC3(CCNCC3)C2)ccn1 | -2%
Cn1c(=O)c2nc(-c3ccc(Cl)cc3Cl)oc2c2ccccc21 | 13%
CCOc1cc2[nH]c(=O)n(CCCC(=O)NCc3ccco3)c(=O)c2cc1OCC | 12%
CC(=O)OC(C(=O)NC1CCCCC1)c1ccc(C#N)cc1 (stereo unspecified) | -4%
COc1cc(C(=O)Nc2c(-c3ccccn3)c(=O)c3ccccc3n2C)cc(OC)c1OC | -1%
N=c1n(CCN2CCCC2)c2ccccc2n1CC(O)c1ccco1 (stereo unspecified) | 0%
c1ccc2[nH]c(CSc3nnc(-c4ccncc4)o3)nc2c1 | 1%
O=C(O)c1cccc(NC(=O)C23CC4CC(C2)CC(n2cnc(Cl)n2)(C4)C3)c1 | 11%
COc1ccc(NC(=O)C(c2ccccc2)N(C)C(=O)c2cnccn2)cc1 (stereo unspecified) | 9%
NC(=O)CS(=O)C[C@H](N)C(=O)O (stereo partly specified) | -5%[5.75 µM]
CCCCC(=O)NC1=NC(=O)C(C)(C)S1 | -1%
CC(NC(=O)c1noc2c1CCCCC2)c1ccccc1 (stereo unspecified) | 11%
Nc1c(C(=O)NCC2CCCO2)sc(=S)n1-c1ccccc1 (stereo unspecified) | 6%
Cn1c(O)c(C(=NCCN2CCCCC2)c2ccccc2Cl)c(=O)n(C)c1=O | -1%
COc1ccc(C2CC(C(F)(F)F)n3nc(C(=O)O)c(Cl)c3N2)cc1OC (stereo unspecified) | 6%
COc1ccc(N2C(=O)CC(Sc3nnc(-c4ccccc4)o3)C2=O)cc1 (stereo unspecified) | 1%
CCOC(=O)c1cccc(NC(=O)CN(c2ccc(C)cc2)S(=O)(=O)c2c(C)noc2C)c1 | -4%
COc1cc(C)c(Cl)cc1S(=O)(=O)NCC1CCCO1 (stereo unspecified) | -5%
O=C(CSc1nnc2ncccn12)N1CCCCCC1 | -1%
COc1ccc(OCC(=O)Nc2cccc(NC(=O)COc3ccc(OC)cc3)n2)cc1 | -1%
N[C@H](CC(=O)O)C(=O)O | -4%&-1%
Cc1nc(C)c(C(=O)Nc2ccc(Oc3ccccc3)cc2)o1 | -3%
COc1cccc(S(=O)(=O)Nc2cccnc2)c1 | -6%
COC(=O)c1ccccc1NC(=O)c1cncc(Br)c1 | 9%
O=C(O)CCC(=O)N1CCc2cc(S(=O)(=O)NC3CCCc4ccccc43)ccc21 (stereo unspecified) | -5%
Cn1c(=O)c2c(ncn2C)n(C)c1=O | 9%&-2%&0%
O=C(O)CCc1nc(-c2ccccc2)c(-c2ccccc2)o1 | -2%[5.75 µM]
Cc1cc(C)n(-c2c(F)c(F)c(CN3CCOCC3)c(F)c2F)n1 | -1%
Cc1nnc2c3ccccc3c(-c3ccccc3)nn12 | 11%
Clc1ccc(C2=CSC3=NCCN23)cc1Cl | -1%
O=C(OCc1nc2ccccc2s1)c1ccc(Br)s1 | -1%
COC(=O)[C@@]1(Cc2ccccc2)[C@H]2c3cc(C(=O)N4CCCC4)n(Cc4cc(F)cc5c4OCOC5)c3C[C@H]2CN1C(=O)c1ccccc1 | -2%
CCOC(=O)c1ccc(NC(=O)NCc2ccn(CC)n2)cc1 | -5%
C1CCC2(CC1)C1=C(CCCC1)Nc1nnnn12 | 5%
CN(CCC#N)S(=O)(=O)c1ccc2c(c1)c(=O)n(C)c(=O)n2C | 5%
CCCCCCn1c(N(CC)CC)nc2c1c(=O)[nH]c(=O)n2C | 7%
O=C(NCc1ccco1)C(c1cccnc1)N(C(=O)Cn1nnc2ccccc21)c1ccc(F)cc1 (stereo unspecified) | 15%
N#Cc1ccc(CSc2ncnc3c2cnn3Cc2ccccc2)cc1 | -4%
CC(=O)c1cccc(NC2c3ncccc3C(=O)N2Cc2ccco2)c1 (stereo unspecified) | -3%
COC(=O)c1c(NC(=O)CN2CCN(c3ccccc3OC)CC2)c2cc(C)ccc2n1C | 13%
O=C(CSc1ccccc1)Nc1ccc(S(=O)(=O)NCC2CCCO2)cc1 (stereo unspecified) | -6%
CN(C)C(=O)c1ccc(-c2nc(NCc3cccnc3)c3ccccc3n2)cc1 | 11%

By substructure: the entries above with an aryl thioether with sulfur outside any ring.
SMILES | AmpC inh det
CCSc1nc2c(c(=O)n1-c1ccc(F)cc1)SCC2 | -3%
Cc1nnc(SCc2nnc(-c3ccc(Cl)cc3)o2)n1-c1ccccc1 | -3%
c1ccc2[nH]c(CSc3nnc(-c4ccncc4)o3)nc2c1 | 1%
COc1ccc(N2C(=O)CC(Sc3nnc(-c4ccccc4)o3)C2=O)cc1 (stereo unspecified) | 1%
O=C(CSc1nnc2ncccn12)N1CCCCCC1 | -1%
N#Cc1ccc(CSc2ncnc3c2cnn3Cc2ccccc2)cc1 | -4%
O=C(CSc1ccccc1)Nc1ccc(S(=O)(=O)NCC2CCCO2)cc1 (stereo unspecified) | -6%

New compounds follow.
SMILES | AmpC inh det
Cc1ccc(-c2noc(CSc3nnc(-c4ccccc4)n3C)n2)cc1 | -1%
CCCn1c(=O)[nH]c2nc(-c3ccc(S(=O)(=O)O)cc3)[nH]c2c1=O | -7%
O=C(COC(=O)c1ccccc1)NCc1ccco1 | 12%
Cc1onc(-c2ccccc2Cl)c1C(=O)N1CC(C)OC(C)C1 (stereo unspecified) | -5%
O=C(Nc1nc(-c2ccc3c(c2)OCO3)cs1)C1COc2ccccc2O1 (stereo unspecified) | 12%
COc1ccc(S(=O)(=O)N[C@@H](CC(C)C)C(=O)O)cc1 | -3%
O=C(COC(=O)c1cnccn1)c1ccccc1 | -2%
O=C(Cn1c(=O)oc2ccccc21)N1CCN(c2ccccc2)CC1 | 11%
O=C(Cn1c(=O)oc2ccccc21)N1CCCCC1 | 12%
O=C(NCCc1ccccc1)C1CCCN(C(=O)NC2CCCCC2)C1 (stereo unspecified) | -2%
Cc1cccc(NC(=O)Cn2c(=O)oc3ccccc32)c1 | 7%
CCCCCCCCCCCCC/C=C\[C@@H](O)[C@H](CO)NC(C)=O | -9%
COCCCn1c2nc3ccccc3nc2c2c(=O)n(Cc3ccccc3Cl)cnc21 | -3%
COc1ccc(-c2nc(C#N)c(NCC3CCCO3)o2)cc1 (stereo unspecified) | -4%
CC[C@]1(O)C(=O)OCc2c1cc1n(c2=O)Cc2cc3ccccc3nc2-1 | 1%
Cc1nc2cnc(Oc3ccccc3)nc2n(CCc2ccccc2)c1=O | -4%
COc1ccc(CN2C(=O)C(O)(CC(=O)c3c(C)n[nH]c3C)c3ccccc32)cc1OC (stereo unspecified) | -4%
COc1cccc(Nc2ncc3nc(C)c(=O)n(CCc4ccccc4)c3n2)c1 | -1%
COC(=O)COC(=O)c1ccc(Oc2nc(OC)nc(N(C)C)n2)cc1 | 6%
C=CCn1c(O)c(C(C)=NCCN2CCOCC2)c(=O)[nH]c1=O | -2%
CC(CCCC(C)(C)O)NCCO (stereo unspecified) | 9%
CCN(CC)c1ccc2c(c1)OC(N)=C(C#N)C2c1cccnc1 (stereo unspecified) | 11%
COc1cc(C(=O)N(CCc2ccccc2)C2CC3CCC(C2)N3C)cc(OC)c1OC (stereo unspecified) | -4%
CCOc1ccc(NC(=O)C2CSC(c3ccncc3)=N2)cc1 (stereo unspecified) | 6%
CCOC(=O)C1CCCN(C(=O)c2cc(-c3ccccc3)on2)C1 (stereo unspecified) | -3%
CSCCC(NC(=O)c1cncc(Br)c1)C(=O)O (stereo unspecified) | 14%
COc1ccccc1OCC(=O)N1CCNC1=O | -5%
CCCn1c(SCC(=O)/C(C#N)=C(\C)N)n[nH]c1=O | -2%
CCOc1cc(/C=C(/C#N)c2ccc(F)cc2)ccc1OCc1ccc(C(=O)O)o1 | -6%
CCOC(=O)N1CCC(NC(=O)c2ccc(CS(=O)(=O)c3ccc(OC)cc3)o2)CC1 | 13%
COc1ccc(OC)c2c(=S)c3ccccc3[nH]c12 | 3%
COCCNC(=O)C(c1ccco1)N(C(=O)Cn1nnc2ccccc21)c1ccccc1C (stereo unspecified) | -4%
COc1ccc(CCN(Cc2cc3cc(C)ccc3[nH]c2=O)C(=O)N2CCCC2)cc1OC | 11%
Cc1cccc(NC(=O)CCn2ccnc2C)c1 | 1%
CCOC(=O)Cc1csc(NC(=O)CN2C(=O)c3ccccc3S2(=O)=O)n1 | -5%
CCOC(=O)CNC(=O)Cn1cnc2ccc(S(=O)(=O)N3CCC(C)CC3)cc2c1=O | -4%
Cc1ccc(S(=O)(=O)NCCSc2nnc(N)s2)cc1 | 17%
Cc1noc(C)c1-c1ccc2ncnc(N3CCOCC3)c2c1 | 10%
COC(=O)Nc1nc2ccc(C(=O)c3ccccc3)cc2[nH]1 | -2%[12.8 µM]
COc1ccc(C(N)=O)cc1NC(=O)CC(O)(C(F)(F)F)C(F)(F)F | -5%
C#CCSc1nnc(-c2ccccc2)c(=O)[nH]1 | -5%
CN(C)c1oc(-c2ccco2)nc1C#N | -2%
COc1ccc(CCn2c(N3CCN(C)CC3)nc3c2c(=O)[nH]c(=O)n3C)cc1 | 0%
COc1ccc(OCC(=O)NCc2cccnc2)cc1 | -3%
CC(C)CCNC(=O)CCS(=O)(=O)c1cccc2nonc12 | 3%
O=S(=O)(NCCSc1ccccc1)c1ccc(F)cc1 | -4%
O=C(COc1ccc(Cl)cc1)NCc1nnc(SCC(=O)NC2CCCC2)o1 | -4%
Cc1cc(C(=O)Nc2ccc(S(=O)(=O)Nc3onc(C)c3C)cc2)c(C)o1 | -2%
COc1ccc(CCN(Cc2nc3ccccc3c(=O)[nH]2)C(=O)c2ccco2)cc1OC | 1%
O=C(c1ccc(Cl)cc1)N1CCC(c2nc(-c3cccs3)no2)CC1 | -3%

The listing continues.
SMILES | AmpC inh det
O=C(CSc1nnc(-c2ccccc2Cl)o1)N1CCCCC1 | 5%
Cc1noc(N)c1C(=O)Nc1ccc(F)c(Cl)c1 | -4%
COC(=O)C1=C(C)N(c2ccc(F)cc2)C(=O)C1 | 4%
COC(=O)c1ccc(C(NC(=O)OCc2ccccc2)/C(C)=C/[C@@H](C)C(=O)N2CCN(C)CC2)cc1 (stereo partly specified) | 21%
Cc1cc(C(=O)NCc2cc(C(=O)O)oc2C)c(C)o1 | -2%
O=S(=O)(Nc1cccc2ccccc12)N1CCCC1 | -5%
c1ccc(CSc2nnc3c(n2)OC(c2ccco2)Nc2ccccc2-3)cc1 (stereo unspecified) | 0%
COC(=O)c1cc(OC)c(OCc2cc(C(=O)OC)oc2C)c(OC)c1 | 4%
CCOC(=O)c1c(C)c(C(=O)NCc2cccs2)c(C)n1CC | -1%
CCNc1ncc2nc(CCc3ccccc3)c(=O)n(C3CC3)c2n1 | -1%
CC(Sc1nncs1)C(=O)NCc1ccc2c(c1)OCO2 (stereo unspecified) | -1%
CN(C)c1ccc(NC(=O)CC2NCCNC2=O)cc1 (stereo unspecified) | -2%
C[n+]1cc2c3c(ccc2c2ccc4cc5c(cc4c21)OCO5)OCO3 | 0%[12.8 µM]
CCCn1c(=O)c(C)cn2nc(N)nc12 | 1%
CCC(c1nnnn1Cc1ccc(F)cc1)N(CCCO)Cc1cc2cc3c(cc2[nH]c1=O)OCO3 (stereo unspecified) | 1%
Cc1nnc(SCc2cc(=O)[nH]c(N3CCN(Cc4ccccc4)CC3)n2)s1 | 0%
CCc1nnc(NC(=O)CSc2nnc(COc3ccc(C#N)cc3)n2-c2ccccc2)s1 | 15%
c1ccc2c(c1)CCCN2Cc1nnnn1CC1CCCO1 (stereo unspecified) | -3%
CC(C)Oc1ccc(C2CC(=O)N(c3cccc(C(=O)O)c3)C2=O)cc1 (stereo unspecified) | 9%
O=C(O)[C@@H](S)[C@H](S)C(=O)O | -1%[5.75 µM]
COc1cccc(NS(=O)(=O)c2cc(C)sc2C)c1 | -1%
NC1=CC(=O)c2cccc3cccc1c23 | 1%
CC(=O)N(C(C)=O)c1ccc2nc(C)[nH]c(=O)c2c1 | -5%
COc1cccc(OC)c1C(=O)Nc1ccc(CN2CCCCC2)cc1 | -1%
CCS(=O)(=O)N1CCN(C(=O)CC(C)C)CC1 | -4%
O=C(c1cnccn1)N1CCC2(CC1)CN(Cc1nccs1)C2 | 0%
Oc1ccc(-c2nc(-c3ccc(O)c(O)c3)cs2)cc1 | 1%
CC1(C)CC(=O)C2=C(C1)Nc1ccccc1NC2c1nc2ccccc2[nH]1 (stereo unspecified) | 9%
O=C(COC(=O)CNC(=O)c1ccc(Br)o1)Nc1ccc2c(c1)OCCO2 | -13%
Cc1cc(C)c2c(n1)nn1c(NCCCN3CCOCC3)cc(C)nc21 | -3%
COc1ccc(OC)c(NC(=O)CSc2nnc(C)n2Cc2ccccc2)c1 | -1%
Cc1cc(C(=O)NC(C)C)on1 | 0%
CC(=O)Nc1cccc(C(=O)OCc2ccccc2)c1 | -2%
Cc1cnc(C)c(N2CCC(C(=O)NCc3ccco3)CC2)n1 | 0%

Part of the list above in order of formula weight, low to high.
SMILES | AmpC inh det
O=C(O)[C@@H](S)[C@H](S)C(=O)O | -1%[5.75 µM]
Cc1nc(C)c(C(=O)Nc2ccc(Oc3ccccc3)cc2)o1 | -3%
c1ccc(CSc2nnc3c(n2)OC(c2ccco2)Nc2ccccc2-3)cc1 (stereo unspecified) | 0%

Only part of the results is shown (hit frequency here may not be typical).
